Pf gamet viab = late stage P. falciparum gametocyte viability inhibitors, primary screen, ATP luminescence, HTS; P. falciparum stage V gametocytes, 24 h; inhibition, % at 10.9 µM; hit rate 0.065% among 150,000;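 active = inhibition above the mean plus 3 SD of compounds within the control limits, set per campaign, cut at about 38% in these data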;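 note: 0% = DMSO wells and 100% = medium only without gametocytes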
The depositor's hits bear a star. Some of the compounds tested, so the mix of outcomes need not match the whole.

SMILES	Pf gamet viab
CCOc1cc(C2C3=C(CC(C)(C)CC3=O)N(CCCOC)C3=C2C(=O)CC(C)(C)C3)ccc1O	14
CN(CC(=O)Nc1ccc(Cl)c(Cl)c1)C1CCCCC1	-6
COc1cc2c(cc1OC)C(C)N(CCc1ccc(Cl)cc1)CC2 (configuration not stated)	-32
COC(=O)C1=C(C)N(Cc2ccccc2)C(=NCCc2c[nH]c3ccccc23)N[C@H]1c1cccc(F)c1	-7
Cc1cc(C)cc(OCC(O)CN2CC(C)OC(C)C2)c1 (configuration not stated)	0
COC(=O)C1C(=O)C(C(=O)c2ccccc2)C(=O)CC1(C)C (configuration not stated)	-22
O=C(CCc1ccccc1)NC1(Cc2ccccc2)CCN(CCc2cccs2)C1=O (configuration not stated)	-37
O=C(c1ccc(Br)cc1)c1coc2ccc(O)cc12	-5
CC(=O)N(Cc1cc2ccccc2[nH]c1=O)c1ccc(C)cc1	-10
COc1ccc(CCC(C)N2CCOCC2)cc1 (configuration not stated)	10
Cc1ccc(N/N=C/C=C/c2ccco2)cc1	10
CC(C)C[C@@]12C(=O)N(c3cccc(F)c3)C(=O)N1[C@H](c1ccc(F)cc1)[C@@H]1C(=O)N(C3CCCCC3)C(=O)[C@@H]12	16
CCC12C(=Nc3c(Cl)cccc31)C[C@@H]1CCN3C(=O)CCC[C@H]2[C@H]13 (some centres not stated)	-1
CC(C)c1ccc(NC(=O)CCc2ccccc2)cc1	9
COC(=O)C1C(=O)C(C(=O)c2ccc([N+](=O)[O-])cc2)C(=O)CC1(C)C (configuration not stated)	2
Cc1ccc(C(=O)Nc2cccc(C(F)(F)F)c2)cc1NC(=O)c1c[nH]c2cc(C(F)(F)F)ccc2c1=O	-13
CC(=O)Nc1ccc(S(=O)(=O)N2c3ccc(F)cc3CCC2C)cc1 (configuration not stated)	-17
C[C@H](CO)N1C[C@H](C)[C@@H](CN(C)Cc2ccc(Oc3ccccc3)cc2)Oc2c(NC(=O)C3CC3)cccc2C1=O	7
CC(=O)NCCc1nc2cc(NC(=O)c3ccccc3C)ccc2n1C	-29
Cc1[nH][nH]c(=O)c1C(c1ccc(F)cc1)c1c(C)[nH][nH]c1=O	1
COc1cc(NC(=O)c2cc(-c3ccc(C)cc3)on2)cc(OC)c1OC	5
COc1ccc(O)c(CN2CCCC(N3CCc4ccccc4C3)C2)c1 (configuration not stated)	1
OCCNc1nc(N2CCCCC2)nc2ccccc12	10
COC(=O)[C@H](CC(C)C)N(Cc1ccccc1)S(=O)(=O)N(Cc1ccccc1)[C@@H](CC(C)C)C(=O)OC	4
CC(C)CNC(=S)N(CCN(C)C)Cc1cc2cc3c(cc2[nH]c1=O)OCO3	-17
COc1ccc(S(=O)(=O)N2c3ccc(F)cc3CCC2C)cc1 (configuration not stated)	-1
C[C@@H]1CN([C@@H](C)CO)C(=O)c2cc(NS(=O)(=O)c3ccc(Cl)cc3)ccc2O[C@H]1CN(C)Cc1ccncc1	-3
OCCN1CCN(c2ncnc3sc4c(c23)CCCC4)CC1	10
CCCC(=O)Nc1cc(-c2nnc(OC)c3ccccc23)ccc1N1CCOCC1	-14
O=C(O)C(Oc1ccc2c(c1)oc(=O)c1ccccc12)c1ccccc1 (configuration not stated)	0

15 entries from above, sorted by count of non-hydrogen atoms, rising:
SMILES	Pf gamet viab
Cc1ccc(N/N=C/C=C/c2ccco2)cc1	10
COc1ccc(CCC(C)N2CCOCC2)cc1 (configuration not stated)	10
OCCNc1nc(N2CCCCC2)nc2ccccc12	10
OCCN1CCN(c2ncnc3sc4c(c23)CCCC4)CC1	10
COc1ccc(S(=O)(=O)N2c3ccc(F)cc3CCC2C)cc1 (configuration not stated)	-1
CCC12C(=Nc3c(Cl)cccc31)C[C@@H]1CCN3C(=O)CCC[C@H]2[C@H]13 (some centres not stated)	-1
CC(=O)Nc1ccc(S(=O)(=O)N2c3ccc(F)cc3CCC2C)cc1 (configuration not stated)	-17
COc1ccc(O)c(CN2CCCC(N3CCc4ccccc4C3)C2)c1 (configuration not stated)	1
COc1cc(NC(=O)c2cc(-c3ccc(C)cc3)on2)cc(OC)c1OC	5
CC(C)CNC(=S)N(CCN(C)C)Cc1cc2cc3c(cc2[nH]c1=O)OCO3	-17
CCCC(=O)Nc1cc(-c2nnc(OC)c3ccccc23)ccc1N1CCOCC1	-14
COC(=O)[C@H](CC(C)C)N(Cc1ccccc1)S(=O)(=O)N(Cc1ccccc1)[C@@H](CC(C)C)C(=O)OC	4
Cc1ccc(C(=O)Nc2cccc(C(F)(F)F)c2)cc1NC(=O)c1c[nH]c2cc(C(F)(F)F)ccc2c1=O	-13
C[C@@H]1CN([C@@H](C)CO)C(=O)c2cc(NS(=O)(=O)c3ccc(Cl)cc3)ccc2O[C@H]1CN(C)Cc1ccncc1	-3
C[C@H](CO)N1C[C@H](C)[C@@H](CN(C)Cc2ccc(Oc3ccccc3)cc2)Oc2c(NC(=O)C3CC3)cccc2C1=O	7

The list continues.
SMILES	Pf gamet viab
NC(=O)CC(NC(=O)Cc1ccc(Br)cc1)c1ccc(N2CCC(N3CCCCC3)CC2)c([N+](=O)[O-])c1 (configuration not stated)	-17
C[C@@H]1NC(=O)[C@@]2(C)[C@@H](c3ccccc3)[C@H]3COc4ccc(Cl)cc4[C@@H]3N2C1=O	19
CCOC(=O)c1ccc(N2C(=O)CC(Sc3ncccn3)C2=O)cc1 (configuration not stated)	-15
Cc1ccccc1NCc1nc2ccccc2n1C	-11
COc1cc(S(=O)(=O)n2ccc(C)n2)ccc1Cl	-4
CC1CN(CCC(=O)Nc2ccccc2F)CC(C)O1 (configuration not stated)	-11
CCCCCCCNC(=O)C1(CC2CC(c3ccc(Cl)cc3)=NO2)CCN(C(=O)OC(C)(C)C)CC1 (configuration not stated)	20
Cc1cc(NC(=O)CC(C)C)c(=O)n(Cc2ccccc2F)c1	-3
Cc1cccc(NC(=O)CCN2CC(C)CC(C)C2)c1 (configuration not stated)	-3
CCc1c2ccccc2nn1-c1ccccc1C(=O)C(C)=O	3
COc1ccc(CN2C3CCC2CC(NC(=O)c2cc(OC)c(OC)c(OC)c2)C3)cc1 (configuration not stated)	9
N#CC1=C(N)OC2=C(C(=O)CCC2)C1c1cc2c(cc1Cl)OCO2 (configuration not stated)	11
O=C(NCc1ccccc1)C1(C(F)(F)F)C/C(=C/CCO)CCCO1 (configuration not stated)	-74
COc1cc2cc(CCCO)oc(=O)c2cc1OC	-11
CCc1ccc(OC(=O)/C=C/c2ccco2)cc1	12
O=C(NC1CCCCC1)N1CCN(Cc2nc3ccccc3c(=O)[nH]2)CC1	4
O=C(N/N=C/c1c(O)ccc2ccccc12)Nc1ccccc1	-9
COc1ccc(-c2cc3nc(C)cc(-c4ccc(OC)cc4)n3n2)cc1	-10
Fc1ccc(CN2CC[C@H]3C=CCc4cccc(c43)C2)cc1	21
COCCN(CCOC)c1nc(-c2ccc(Cl)cc2)nc2ccccc12	-24
CSc1c(CN2CCN(C)CC2)c2ccccc2n1C	5
O=c1nc(N2CCCC2)nc(N2CCCC2)[nH]1	-9
CCCC(=O)N1CCCC(C(=O)c2cccc(OC(C)C)c2)C1 (configuration not stated)	-13
CC(C)c1cccc(C(C)C)c1OCCCCCN1CCOCC1	-5
CN(C)CCNC(=O)c1onc(CSc2ccncc2)c1C(=O)NCCN(C)C	-19
O=C(Nc1cccc2ncccc12)c1ccccc1[N+](=O)[O-]	14
COc1ccc(CCNC(=O)C2CCCN2C(=O)Nc2ccc(C)cc2)cc1OC (configuration not stated)	-12
COc1ccccc1/C=N/N1CCN(Cc2ccccc2Cl)CC1	-9
CN(c1ccccc1)c1cc(Br)nc(Br)c1	8
COC(=O)C1=C(C(=O)OC)[N+]2=C3N(C(=O)NC2(C)C)[C@H](CO)C[C@@]32c3ccccc3N(Cc3ccccc3)[C@@H]12	18
C[C@H]1CN([C@@H](C)CO)C(=O)c2cccc(NS(=O)(=O)c3ccc(F)cc3)c2O[C@H]1CN(C)Cc1ccc(Cl)c(Cl)c1	-23
COc1ccc(S(=O)(=O)Nc2cccc3c2O[C@H](CN(C)S(=O)(=O)c2ccccc2)[C@@H](C)CN([C@H](C)CO)C3=O)cc1	-4
O=C(c1c(F)cccc1F)N1CCCC(c2nc(-c3ccc(F)cc3)no2)C1 (configuration not stated)	3
NC(=O)CC(NC(=O)c1cccc(Br)c1)c1ccc(N2CCCCCC2)c([N+](=O)[O-])c1 (configuration not stated)	-12
CCS(=O)(=O)N1CCC(C(=O)Oc2ccc(C)c(C)c2)CC1	16
CCN(CC)CCCNC(=O)c1nn2c(C(F)(F)F)cc(-c3ccccc3)nc2c1Cl	-4
CC1CCN(C2=NC(=O)/C(=C/c3ccc(O)cc3)S2)CC1	-7
CC(=O)Nc1ccc(NC(=O)c2c(C)c(-c3ccccc3)nc3ccccc23)cc1	-19
CC(=O)OCC[C@H](NS(=O)(=O)OCC(Cl)(Cl)Cl)c1ccccc1	-18
CC(=O)C1=C(C)N=c2s/c(=C/c3ccc4c(c3)OCO4)c(=O)n2C1c1ccc(N(C)C)cc1 (configuration not stated)	-25
O=C(O)CCC(=O)N1N=C(c2ccccc2)CC1c1ccc2c(c1)OCO2 (configuration not stated)	6
COc1ccc(NC(=O)N(C)C[C@H]2Oc3ccc(NS(=O)(=O)c4cccs4)cc3C(=O)N([C@H](C)CO)C[C@@H]2C)cc1	-17
COc1cccc2sc3ccc(NCc4ccc5c(c4)OCO5)cc3c(=O)c12	-8
NC(=O)CSc1nnc(COc2ccccc2)n1C1CCCCC1	-14
CC(COS(N)(=O)=O)Cc1ccc(C(F)(F)F)cc1 (configuration not stated)	11
Cc1cc(C)cc(C(=O)NC2CC(C)(C)NC(C)(C)C2)c1	-12
N/C(=N\OC(=O)COc1ccccc1)c1cccnc1	-4
C[C@@H]1CCC(=O)N(C[C@@H](C)CC#N)CC1	3
O=CN1N=C(c2ccccc2)CC1c1ccc(Cl)cc1 (configuration not stated)	5
COC(=O)C1(C)NC(c2ccc(Cl)cc2)C2C(=O)N(c3ccccc3)C(=O)C21 (configuration not stated)	-2
CCOc1ccc(C(NC(=O)CC)c2c(O)ccc3ccccc23)cc1 (configuration not stated)	19
CCOC(=O)[C@H]1[C@H]2COc3ccc(OC)cc3[C@@H]2N2C(=O)c3cc(OC)c(OC)cc3NC(=O)[C@@]12C	-10
COc1cccc(C2=CC(=O)C[C@H](c3ccc(OC)c(OC)c3)C2)c1	4
NC1(C#Cc2ccc3oc(=O)c(-n4cc(-c5ccsc5)nn4)cc3c2)CCCCC1	5
CC(C)(C)OC(=O)N1CCN(C(=O)c2nc[nH]c2C(=O)N2CCN(c3ccccc3)CC2)CC1	-13
Cc1cc(C)n2nc(-c3ccc(Br)cc3)cc2n1	18
O=S(=O)([O-])CCC[n+]1ccc(Oc2ccccc2)cc1	4
CCN(C(=S)NC(=O)Cc1ccc(OC)cc1)c1ccccc1	-19
NNC(=O)CNC(c1ccccc1)c1cc(Cl)ccc1NC(=O)c1ccccc1 (configuration not stated)	0
Nc1nnnn1/N=C/c1ccccc1O	-13
Other structures:
SMILES	Pf gamet viab
CN(C)Cc1ccccc1CCc1ccccc1	5
COc1ccc(-c2ccccc2)cc1NC(=O)c1ccncc1	7
O=C(O)c1ccc(CSc2nnc(-c3ccccc3Br)o2)cc1	-6
Cc1ccc2nc3n(c(=O)c2c1)-c1ccccc1C(=O)NC3Cc1ccccc1 (configuration not stated)	4
COc1ccc(-c2cc(CN3C(=O)c4ccccc4C3=O)on2)cc1	-23
O=C(CN1CCCCC1)N/N=C/c1cccc(Cl)c1	-16
OCCC#Cc1c(-c2ccsc2)sc2ccccc12	-3
COc1cc(N(Cc2ccccc2)Cc2ccccc2)c2ncn(C(C)C)c2c1	13
COc1ccc(C2C3=C(CC(C)(C)CC3=O)N(CC(=O)O)C3=C2C(=O)CC(C)(C)C3)cc1OC	-5
CC(NC(=O)c1cccs1)c1ccccc1 (configuration not stated)	-12
O=C(NC1CCN(Cc2ccccc2)CC1)c1ccc(Cl)cc1Cl	1
Nc1ccc2c(c1)CCC2=O	17
O=C(O)CCn1c(SCCOc2ccccc2)nc2ccccc21	11
Cc1ccc(S(=O)(=O)N2CCN(Cc3cccc(F)c3)CC2)cc1	0
Cc1ccc(N(CC(=O)NC(C)C)C(=O)CCC(=O)Nc2ccccn2)cc1	22
CN=C1S/C(=C\c2cccn2-c2cccc(Br)c2)C(=O)N1C	11
COC(=O)C1=Cc2cc(OC)cc([N+](=O)[O-])c2OC1N1CCOCC1 (configuration not stated)	-13
Cc1ccc(C(=O)CN(CCCC(N)=O)C(=O)c2ccncc2)cc1	-11
C[C@H](CO)N1C[C@H](C)[C@@H](CN(C)Cc2ccc(Cl)c(Cl)c2)Oc2c(NC(=O)CCC(F)(F)F)cccc2C1=O	-1
COc1ccc(NC(=O)Oc2ccccc2)cc1Cl	-6
CCOc1ccc(C2NC(=O)c3ccccc3O2)cc1OCC (configuration not stated)	3
Cc1ccc(F)c(N=Cc2c(O)c3ccccc3oc2=O)c1	10
C=C1CCN([C@@H](CC(C)C)C(=O)Nc2nc3ccc(Cl)cc3s2)S(=O)(=O)c2ccccc21	26
CC(=O)Oc1ccc(/C(C)=N/N2CCN(Cc3ccc(C)cc3)CC2)cc1	-37
O=C(Nc1ccccc1O)c1ccc(C(=O)c2ccccc2)o1	4
CCC(C)Nc1nc2c(c(=O)[nH]c(=O)n2C)n1CCCc1ccccc1 (configuration not stated)	-10
Fc1ccc(-c2ccc(/C=N/n3cnnc3)o2)cc1	1
Cc1cccc(C(=O)Nc2ccccc2C(=O)Nc2ccc(C(=O)O)cc2)c1	3
O=C(NCc1cccc(F)c1)c1cccc2c1C(=O)c1ccc(Cl)cc1S2(=O)=O	-8
CC(C)c1c(O)nc(SCc2ccc(F)cc2)[nH]c1=O	0

Three structures out of the list, ordered by molar mass, rising:
SMILES	Pf gamet viab
Fc1ccc(-c2ccc(/C=N/n3cnnc3)o2)cc1	1
Cc1ccc(C(=O)CN(CCCC(N)=O)C(=O)c2ccncc2)cc1	-11
CC(=O)Oc1ccc(/C(C)=N/N2CCN(Cc3ccc(C)cc3)CC2)cc1	-37

(next part)
SMILES	Pf gamet viab
Cc1ccc(S(=O)(=O)N2[C@@H](c3ccc(Cl)cc3)C(C(=O)O)=CC[C@H]2c2ccc(C(C)C)cc2)cc1	4
Cc1ccc(NC(=O)Cn2cc([N+](=O)[O-])nc2C)cc1C	3
COc1cccc(OC)c1C(=O)NCCOc1cc(C)cc(C)c1	11
Cc1ccc(S(=O)(=O)NC2CC2)cc1	-14
O=C(Nc1ccccc1)OCC1CCCO1 (configuration not stated)	-1

Bioassay records (PubChem)
